E coli growth – counter-screen for AddAB inhibitors: E. coli growth inhibition; E. coli V3065 growth, OD600 absorbance, 18 h; inhibition, % at 11.9 µM; hit rate 0.27% among 330,000;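 active means inhibition above the campaign's mean inhibition across all tested compounds plus 3 SD, cut at about 9.9% in these data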;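 further: uninfected addAB+ strain grown without phage in ampicillin broth; 0% = DMSO wells and 100% = ciprofloxacin 0.95 µg/ml wells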
AddAB inh – less growth of phage-infected E. coli with AddAB | E. coli expressing H. pylori AddAB, absorbance growth | inhibition, % at 11.9 µM | hit rate 0.29% among 330,000; in the data active means inhibition above about 12%;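 further: 0% = vehicle wells of infected cells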
SR-BI uptake up – SR-BI HDL lipid transfer activation | CHO ldlA[mSR-BI] cells, DiI-HDL uptake fluorescence, 3 h; 100 = double the neutral-control signal | activation, % at 12.5 µM | hit rate 0.096% among 320,000 | AID 504775;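 active means mean replicate activation of at least 60% and every replicate at or above 60%; inconclusive means mean or all-replicate condition met, but not both; inactive means mean below 60% and not all replicates reaching 60%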;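 further: 0% = median plate neutral-control signal and 100% = twice that signal; values of inactives mirror those of a sister screen read the other way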
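Assay system: CHO ldlA[mSR-BI] cells, LDL receptor-null, SR-BI overexpressing; medium: Ham's F12 with 0.5% BSA, HEPES 25 mM, pH 7.4; also added: DiI-HDL 10 µg/mL; timing: 3 h uptake period with compound, 37 °C; signal: DiI fluorescence, bottom read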
SR-BI HDL uptake – blocks mouse SR-BI lipid uptake from DiI-HDL. hit rate 0.96% among 320,000. AID 488896. ldlA[mSR-BI] CHO cells, DiI-HDL uptake fluorescence, 3 h. inhibition, % at 12.5 µM. Q61009;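 active means mean replicate inhibition of at least 70% and a set share of replicates each scoring 70 or more; inconclusive means meets just one of the two criteria; inactive means fails both criteria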;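 further: 0% = median of neutral control wells and 100% = median of positive control wells; values of inactives mirror those of a sister screen read the other way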
Target sequence (Q61009 whole entry, looked up): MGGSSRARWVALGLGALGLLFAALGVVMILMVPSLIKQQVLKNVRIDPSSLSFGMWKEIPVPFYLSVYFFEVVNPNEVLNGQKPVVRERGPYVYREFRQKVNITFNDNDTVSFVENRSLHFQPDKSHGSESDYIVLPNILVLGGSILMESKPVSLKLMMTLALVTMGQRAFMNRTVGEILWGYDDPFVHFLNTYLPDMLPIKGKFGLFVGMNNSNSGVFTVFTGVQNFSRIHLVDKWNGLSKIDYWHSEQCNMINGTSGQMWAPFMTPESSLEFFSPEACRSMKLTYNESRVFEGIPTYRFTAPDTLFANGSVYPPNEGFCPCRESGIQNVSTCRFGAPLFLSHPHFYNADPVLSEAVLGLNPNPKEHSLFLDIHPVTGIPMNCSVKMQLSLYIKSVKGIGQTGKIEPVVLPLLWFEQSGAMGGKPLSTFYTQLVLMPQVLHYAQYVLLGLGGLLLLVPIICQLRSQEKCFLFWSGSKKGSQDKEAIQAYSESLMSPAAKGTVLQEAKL
CAL PDZ FP-1 – blocks peptide binding to the human CAL PDZ domain; Q9HD26; purified CAL PDZ, TMR-peptide fluorescence polarization, 1 h; AID 602252; inhibition, % at 24.9 µM; hit rate 0.92% among 300,000;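 active means mean inhibition of at least 30% with at least half of replicates also reaching 30%; inconclusive means no clear call, values can overlap the other calls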;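 further: 0% = DMSO neutral control and 100% = excess unlabeled competitor peptide PRC23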
phage Ecoli inh – E. coli growth loss with phage present; growth absorbance; hit rate 0.26% among 360,000; inhibition, % at 11.9 µM; in the data active means inhibition above about 11%
CAL PDZ FP-2 – blocks peptide binding to human CAL PDZ domain; purified CAL PDZ, TMR-peptide fluorescence polarization, 1 h; Q9HD26; hit rate 0.02% among 330,000; AID 504414; inhibition, % at 20 µM;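 active means highest replicate inhibition of at least 40%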;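 further: plate controls were DMSO neutral control wells for no effect and unlabeled competitor peptide control wells for full effect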
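Control set: unlabelled peptide and DMSO controls / Material: purified CerCALP PDZ construct / Timing: 1 h incubation at room temperature before polarization reading / Doses: 20 µM, one dose / Detection: fluorescence polarization (mP)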
MITF TRPM1 HTS – MITF TRPM1 promoter activation in melanoma cells; AID 588334; activation, % at 12.5 µM; SK-MEL-5 TRPM1-promoter luciferase, 24 h; % of positive control, neutral wells = 0; hit rate 0.75% among 300,000;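 active means mean activation of at least 80% with every replicate also reaching 80%; inconclusive means mean reaches 80% but some replicate falls short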;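 further: 0% = neutral control wells and 100% = parthenolide positive control wells; values of inactives mirror those of a sister screen read the other way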
Tat export inh – E. coli Tat transport inhibition | E. coli MC4100 TorA-mCherry Tat export, fluorescence | inhibition, % at 10 µM | hit rate 0.036% among 340,000 | AID 488895;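 active means mean replicate inhibition at least 50% and at least half of replicates individually reaching 50%; inconclusive means only one of the two criteria met; inactive means neither criterion met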;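 further: exported cargo escapes ClpAP degradation while cytoplasmic cargo is degraded and loses fluorescence; 0% = median of neutral control wells and 100% = median of NaSCN control wells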
Wnt act – activates Wnt/beta-catenin signaling in a reporter cell assay. activator, plate reader. activation, % at 9.35 µM. hit rate 1.2% among 300,000. AID 743398; in the data active means activation above about 30%, passing the limit was not always enough; inconclusive means no clear call, values can overlap the other calls;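 further: 0% = neutral control wells and 100% = positive control wells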
* marks the source's active call; other numbers are inactive results; ? = inconclusive; . = not tested or not shown.

The line under a structure holds: E coli growth	AddAB inh	SR-BI uptake up	SR-BI HDL uptake	CAL PDZ FP-1	phage Ecoli inh	CAL PDZ FP-2	MITF TRPM1 HTS	Tat export inh	Wnt act
CC(C)CN1C(=O)c2ccc(C(=O)Nc3nccs3)cc2C1=O
 : 0.0	0.8	-10	10	-7	2.6	.	34	-5	.
CCOC(=O)c1ccc(NC(=O)c2cn(CCC#N)nc2-c2ccc3c(c2)OCCO3)cc1
 : -0.1	0.4	26	-26	-6	2.2	-2.8	4	?	-3
CCOc1ccccc1NC(=O)c1sc2nc(C)nc(N3CCOCC3)c2c1C
 : 0.4	3.5	-13	13	-3	3.1	-1.7	8	-2	3
CCCn1c(=N)c(S(=O)(=O)c2ccc(F)cc2)cc2c(=O)n3cccc(C)c3nc21
 : -2.4	2.7	-3	3	-6	2.9	-0.6	20	?	-3
COc1ccc([C@H]2Oc3cc(O)cc(O)c3C(=O)C2[C@@H]2C(=O)c3c(O)cc(O)cc3O[C@@H]2c2ccc(OC)cc2)cc1 (some centres undefined)
 : 4.7	6.1	.	.	.	2.7	.	.	.	-6
Cc1ccccc1N(CC(=O)NC1CCCC1)C(=O)c1oc(C(C)(C)C)cc1C
 : 2.5	-1.5	-45	45	2	.	-1.0	-9	2	.
O=C(COc1ccccc1)N1CCc2ccccc2C1
 : -0.1	3.5	17	-17	1	2.2	.	2	-2	-1
CC(CCc1ccccc1)NC(=O)CCN1N=C(c2ccccc2)CCC1=O (centres undefined)
 : -1.0	1.8	-15	15	-3	0.9	-1.9	-2	-2	-2
Cc1ccc(CNC(=O)CN(C)S(=O)(=O)c2cnc[nH]2)cc1
 : 2.1	4.5	32	-32	.	3.4	0.1	8	0	0
CSc1ccc(CN(C)C(=O)CNC(=O)c2sc3ccccc3c2Cl)cc1
 : 0.8	-0.4	-7	7	-1	2.0	-1.3	12	1	0
C/C(=C\C(=O)c1ccc(Br)cc1)Nc1ccc(Cl)cc1
 : 0.0	0.1	0	0	-1	3.2	-0.5	-12	6	25
CCOc1ccc(NC(=O)c2c(OC)cccc2OC)cc1
 : 0.8	-0.4	4	-4	.	0.8	0.0	-12	1	-1
CCN1CCN(C2=C(NS(=O)(=O)c3ccc(Br)cc3)C(=O)c3ccccc3C2=O)CC1
 : 11*	14*	3	-3	-1	6.8	-1.5	-88	-7	1
O=C(CCCCCCN1C(=O)c2ccccc2C1=O)Nc1nccs1
 : -2.8	0.5	9	-9	-2	2.2	-1.9	-8	-4	.
CCN(CCN(C)C)C(=O)c1ccc2c(c1NCCO)C(=O)c1ccccc1C2=O
 : -1.6	-1.4	10	-10	-1	1.5	2.1	5	-3	-2
Cc1ccc(S(=O)(=O)N2CCN(Cc3cc4c(cc3Br)OCCO4)CC2)cc1
 : -0.6	1.6	-3	3	2	0.0	-1.1	-2	17	-5
CCOC(=O)c1ccc2c(c1)nc(SCc1cn3ccsc3n1)n2CC
 : -1.3	-0.3	-27	27	-2	0.3	-1.5	-4	1	-2
COc1cc(CCCN2C(=S)NC[C@@H]2c2ccccc2)cc(OC)c1OC
 : -0.1	3.7	-20	20	1	3.7	0.1	-5	-6	2
COc1ccc(N2CCN(CC(O)COc3ccc(F)cc3)CC2)cc1 (centres undefined)
 : -0.1	0.3	1	-1	-1	-0.2	0.9	-7	-3	-2
COc1ccc(OC)c(N(CC(=O)Nc2cccc3ccccc23)S(C)(=O)=O)c1
 : -0.7	1.4	-10	10	-5	0.4	-2.1	2	-11	2
Cc1cc(-c2nnc(SCC(=O)Nc3nc(-c4ccc(Cl)cc4)cs3)o2)no1
 : -3.0	-3.4	-20	20	1	-1.5	-2.1	-7	-2	3
COc1ccc2cc3c(N)nn(C(=O)Cc4ccc(Cl)cc4)c3nc2c1
 : -0.5	0.2	-2	2	.	2.4	-0.2	-4	2	-6
COc1ccccc1N1CCN(CC(=O)NC(=O)NCc2ccco2)CC1
 : -0.8	2.7	-1	1	-2	3.7	-1.4	-6	3	0
O=C(NCCc1cccc(Cl)c1)c1cccs1
 : 2.8	2.2	5	-5	-3	4.9	-1.1	?	1	-1
CCc1ccc2nc(SCC(=O)N3CC(=O)Nc4ccccc43)c(C#N)cc2c1
 : -2.1	0.7	-8	8	-1	2.2	-1.9	-10	20	2
CCOC(=O)N1CCN(c2c(NCCN3CCN(Cc4ccccc4)CC3)c(=O)c2=O)CC1
 : 2.0	2.6	17	-17	.	2.4	-0.8	-3	-2	-1
Cc1cc(OC(=O)c2ccccc2Cl)ccc1N1C(=O)CCC1=O
 : -0.4	1.1	-18	18	6	2.5	-8.8	25	-4	0
Cc1nnc2sc(-c3csc4c3CCCC4)nn12
 : -1.6	-3.0	-10	10	.	0.6	-2.4	.	-1	0
Cc1ccc(S(=O)(=O)N2CCN(C(=O)Cc3c(F)cccc3Cl)CC2)cc1
 : 2.4	4.0	8	-8	-5	1.3	-2.1	-4	6	22
CC1(CC(=O)O)C(=O)N=C2C=CC=CN21 (centres undefined)
 : .	.	26	-26	-9	2.7	1.1	4	9	-1
C=CCn1c(C(CCC(C)C)CC(C)(C)O)n[nH]c1=S (centres undefined)
 : -0.3	1.2	50	-50	.	1.8	-1.6	11	-2	.
CCOC(=O)c1c(-c2cccc([N+](=O)[O-])c2)csc1NC(=O)CCCOc1ccccc1OC
 : .	.	-40	40	-1	1.3	0.5	-2	9	.
O=c1c(Cc2ccc(Cl)cc2)c(O)ccn1Cc1ccncc1
 : 0.8	3.9	19	-19	.	1.8	-0.4	-5	5	-1
Cc1cccc(NC(=O)C2CC(=O)OC23CCCC3)c1 (centres undefined)
 : -1.5	0.6	-3	3	-4	0.3	-0.8	-1	-5	-1
Cc1cccc(C(=O)NC(=S)NCc2cccnc2)c1
 : 0.6	2.7	0	0	-9	3.9	-3.3	7	-7	-3
N#Cc1cccc(NC(=O)CCc2ccc(S(=O)(=O)N3CCOCC3)cc2)c1
 : -1.6	-2.9	-18	18	1	-0.7	-1.1	5	4	11
CCCCC[C@@H]1C=C(C(=O)O)[C@H](c2ccc(Cl)cc2)N1S(=O)(=O)c1ccc(C)cc1
 : -1.1	2.0	-1	1	-4	1.3	-0.8	9	10	-3
COc1cc(/C=C2/NC(=O)NC2=O)cc(Br)c1OCc1cccc(C(=O)O)c1
 : -0.3	0.0	7	-7	-6	6.6	-2.2	-2	-8	-1
CC(C)(O)CCCC(C)(O)c1ccc(C(=O)O)cc1O (centres undefined)
 : -0.5	2.9	10	-10	1	3.7	0.2	-3	-9	-2
CCc1ccnc(NS(=O)(=O)c2ccc3c(c2)CCO3)c1
 : 3.6	4.5	.	.	.	-3.3	.	.	.	1
CCOc1ccccc1NC(=S)N1CCN(c2ccccc2F)CC1
 : .	.	-10	10	-3	0.6	-0.5	.	-1	0
COc1ccc(Cl)cc1NC(=O)CN(C)C(=O)c1cccc(-n2cnnn2)c1
 : 0.7	3.2	-16	16	-3	6.0	-1.1	-1	4	0
CCC(C)[C@H](NC(=O)N1CCN(C)CC1)C(=O)OC (some centres undefined)
 : -0.2	0.5	43	-43	-5	2.8	-0.4	7	-2	2
CSc1nnnn1-c1c(C)cc(C)cc1C
 : 0.3	2.8	-6	6	1	3.0	0.4	0	1	-1
O=c1[nH]c(=S)ccn1C1OC(CO)C(O)C1O (centres undefined)
 : 4.8	12*	-18	18	3	5.2	-0.3	.	-4	0
CN1CCN(c2ccccc2NC(=O)c2ccccc2F)CC1
 : -4.0	0.3	.	.	0	-1.2	-1.2	5	-3	0
O=C(c1ccccc1)c1cc([N+](=O)[O-])ccc1N1CCOCC1
 : 0.3	1.8	-22	22	3	3.2	-0.5	-7	-5	-23
COc1ccc(/C=C/c2c([N+](=O)[O-])c(=O)n(C)c(=O)n2C)cc1
 : 0.6	1.3	26	-26	-5	2.9	-1.7	5	-9	-1
Oc1c(Br)cc(Br)cc1C=Nc1ccc2c(c1)OCCO2
 : 0.2	0.3	10	-10	-3	6.8	-0.2	-32	-25	-2
CCOC(=O)CSc1ncnc2c1sc1nc(N3CCOCC3)c3c(c12)CCCC3
 : -0.2	-1.4	-33	33	-4	1.4	-1.4	-2	-3	.
COc1ccc(C2(O)CN(c3ccccc3)C3=[N+]2CCS3)cc1OC (centres undefined)
 : 0.6	2.2	10	-10	8	1.7	-1.0	3	-11	1
COc1cccc(CCc2nnc(CCC(=O)NCCc3cccc(C)n3)o2)c1
 : -1.5	4.7	24	-24	3	5.5	-0.1	17	-2	1
Cc1cc(C(=O)NCc2nc(-c3ccccc3)no2)ccc1[N+](=O)[O-]
 : 0.2	5.1	25	-25	-3	0.7	-0.7	9	7	-3
Cc1ccc([N+](=O)[O-])c(C(=O)Nc2cccnc2Cl)c1
 : 2.9	2.6	14	-14	-1	1.9	-2.4	-1	1	1
Cc1c(C(c2cccc([N+](=O)[O-])c2O)c2c(C)n(C)n(-c3ccccc3)c2=O)c(=O)n(-c2ccccc2)n1C
 : -1.9	0.9	20	-20	3	2.9	.	6	2	.
COCCNC(=O)c1cccc(OC2CCN(Cc3ccccc3OCCO)CC2)c1
 : 2.8	2.2	-19	19	.	.	-0.5	-6	-2	.
CS(=O)(=O)N(CC(=O)N1CCN(Cc2ccc3c(c2)OCO3)CC1)c1ccc2c(c1)OCO2
 : -1.1	1.3	4	-4	-4	2.0	-1.9	-1	-2	.
Cc1cc(NC(=O)COC(=O)Cn2c(C)csc2=O)ccc1Br
 : -1.8	-1.5	1	-1	-8	2.9	-1.2	-9	-3	1
COc1ccccc1N1CCN(CCCN2CC(=O)N3CCCCC3C2=O)CC1 (centres undefined)
 : .	.	-4	4	-1	1.5	8.7	-3	-1	0
OCCSc1nc(-c2ccccc2)nc2c1CCC2
 : -0.2	0.3	7	-7	-9	3.2	-3.5	-10	-2	.

(listing goes on)
The line under a structure holds: E coli growth	AddAB inh	SR-BI uptake up	SR-BI HDL uptake	CAL PDZ FP-1	phage Ecoli inh	CAL PDZ FP-2	MITF TRPM1 HTS	Tat export inh	Wnt act
CCOc1ccc2[nH]c(=O)c(CN(CCO)C(=O)c3ccc(Br)cc3)cc2c1
 : 0.3	0.7	16	-16	-3	0.9	0.8	-7	-5	.
N#Cc1nc(-c2ccccc2)oc1N1CCCCC1
 : -0.1	2.7	40	-40	-2	.	0.0	17	2	0
C=CC[N+](C)(C)CCN1C(=O)C2C(c3ccccc3)C=CC(c3ccccc3)C2C1=O (centres undefined)
 : 0.9	1.0	6	-6	-1	2.2	-0.5	-2	-2	-1
Cc1nc2c(cnn2CCO)c(=O)[nH]1
 : .	.	-10	10	-2	2.2	-0.5	5	-10	-1
COc1ccc(NC(=O)CCc2c(C)nc3nc(CNC(=O)c4cccc(F)c4)nn3c2C)cc1OC
 : -1.3	4.8	-62	62	2	0.5	-0.3	-7	4	1
CSc1ccc(CCNC(=O)c2cc(C)nn2-c2ccccc2)cc1
 : -0.5	0.3	13	-13	-1	1.2	-0.1	10	7	2

Screens from PubChem.
